bIAP inh = blocks bovine intestinal alkaline phosphatase activity; purified bovine IAP, CDP-star luminescence, 30 min; inhibition, % at 20 µM; 190,000 tested, under 10 active;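 active = over 50% inhibition of intestinal alkaline phosphatase at 20 µM in the single-dose screen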
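test system = bovine IAP enzyme | medium = DEA buffer 100 mM, pH 9.8, with MgCl2 1.0 mM, ZnCl2 0.02 mM | detection = luminescence | dosing = single compound dose of 20 µM, 2% DMSO final | incubation = 30 min reaction at room temperature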
SRC2 TRFRET art = counter-screen for PPARgamma SRC-2 recruitment agonists: TR-FRET artefact; active compounds read high; AID 1049; hit rate 0.4% among 200,000; TR-FRET ratio at 8 µM; in the data active = TR-FRET ratio above about 2000; also: inactives centre near 1500
bIAP act = increases bovine intestinal alkaline phosphatase activity. purified bovine IAP, CDP-star luminescence, 30 min; active compounds read high; fold of DMSO-control signal, blank-subtracted. activation factor at 20 µM. hit rate 0.17% among 200,000;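 active = activation factor of 2 or more at 20 µM, a signal rise over negative controls twice the positive control's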
TNAP act hiacc = increases human TNAP activity under high phosphate acceptor concentration; P05186; purified TNAP, CDP-star luminescence, 1 M DEA, 30 min; active compounds read high; 0 = EDTA background, 1 = DMSO-only activity; activation factor at 20 µM; 200,000 tested, under 10 active; AID 1136;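 active = activation factor at least 2 at 20 µM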
Target sequence (P05186 whole entry, looked up): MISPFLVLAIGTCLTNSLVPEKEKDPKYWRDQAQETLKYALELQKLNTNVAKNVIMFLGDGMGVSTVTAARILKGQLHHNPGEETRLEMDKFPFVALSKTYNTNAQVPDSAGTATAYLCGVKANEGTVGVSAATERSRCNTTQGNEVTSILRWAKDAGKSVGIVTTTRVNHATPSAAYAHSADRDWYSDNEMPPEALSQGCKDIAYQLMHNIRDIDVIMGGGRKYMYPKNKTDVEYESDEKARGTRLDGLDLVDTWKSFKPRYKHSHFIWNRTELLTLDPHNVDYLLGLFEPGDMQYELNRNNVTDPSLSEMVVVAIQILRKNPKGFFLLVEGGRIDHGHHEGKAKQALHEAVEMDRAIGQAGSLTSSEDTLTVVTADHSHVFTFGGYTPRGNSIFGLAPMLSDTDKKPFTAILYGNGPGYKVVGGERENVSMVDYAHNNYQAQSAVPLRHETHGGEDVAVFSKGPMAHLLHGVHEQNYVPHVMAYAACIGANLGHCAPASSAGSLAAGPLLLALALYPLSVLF
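Dosing: 20 µM single point. System: human TNAP. Amount: TNAP 1/800 final. Incubation: 30 min, room temperature. Read-out: TNAP activation factor scaled between EDTA and DMSO control wells. Signal: luminescence from CDP-star hydrolysis. Medium: 1 M DEA, pH 9.8, Mg2+, Zn2+. Control set: EDTA negative control, DMSO positive control.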
STAT3 inh = STAT3 signaling inhibition. U3A cells, IL-6 STAT3-luciferase reporter, luminescence; host cell line lacks STAT1. inhibition, % at 5.5 µM. hit rate 0.89% among 190,000;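 active = inhibition above the mean inhibition across all screened compounds plus 3 SD, cut at about 44% in these data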;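 also: 0% = DMSO only wells and 100% = 100 µM nifuroxazide control wells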
ROMK mod = human ROMK K+ channel modulation, primary screen; P48048; Tet-inducible ROMK, thallium flux fluorescence; actives lie on both sides; B-score at 10 µM; hit rate 2% among 130,000; AID 1918;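 active = signal ratio slope over the read window, or its plate-corrected B-score, at least 3 SD from the plate mean, either direction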;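 also: B-score of the F/F0 ratio slope over 7 to 12 s after thallium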
Target sequence (P48048 whole entry, looked up): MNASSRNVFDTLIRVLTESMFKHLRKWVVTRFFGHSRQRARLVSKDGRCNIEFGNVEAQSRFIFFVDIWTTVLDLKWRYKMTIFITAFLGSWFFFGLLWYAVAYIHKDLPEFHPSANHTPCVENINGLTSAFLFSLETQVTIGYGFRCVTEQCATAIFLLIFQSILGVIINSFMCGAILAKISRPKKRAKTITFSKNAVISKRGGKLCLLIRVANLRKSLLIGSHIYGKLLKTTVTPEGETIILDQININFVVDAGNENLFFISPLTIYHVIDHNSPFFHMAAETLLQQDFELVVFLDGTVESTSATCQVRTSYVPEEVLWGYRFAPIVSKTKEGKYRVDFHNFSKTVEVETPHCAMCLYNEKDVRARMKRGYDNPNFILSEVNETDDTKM
PPARg SRC1 recr = promotes SRC-1 coactivator recruitment by human PPARgamma; P37231; PPARgamma-SRC-1 coactivator recruitment biochemical assay; activation, % at 8 µM; hit rate 0.41% among 200,000; in the data active = activation above about 19%;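 also: 0% = DMSO and 100% = reference agonist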
PPARg SRC3 recr = agonists of human PPARgamma SRC-3 coactivator recruitment. biochemical PPARgamma/SRC-3 coactivator recruitment assay. activation, % at 8 µM. hit rate 0.26% among 200,000; in the data active = activation above about 23%;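 also: 0% = DMSO and 100% = reference agonist; some compounds past the cut are filed as inactive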
PPARg SRC2 recr = agonists of SRC-2 recruitment by human PPARgamma; P37231; PPARgamma LBD-SRC-2 recruitment, biochemical; activation, % at 8 µM; hit rate 0.34% among 200,000; in the data active = activation above about 22%;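 also: 0% = vehicle and 100% = reference agonist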
STAT1 blocker = reduces IFN-gamma driven STAT1 reporter signal | NIH 3T3 STAT1-luciferase reporter, luminescence | hit rate 0.35% among 200,000 | inhibition, % at 5.5 µM | AID 920;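 active = inhibition above a set limit, the mean inhibition across all tested compounds plus 3 SD, cut at about 34% in these data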;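 also: 0% = IFN-gamma with DMSO and 100% = IFN-gamma with 300 µM nifuroxazide; values of inactives mirror those of a sister screen read the other way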
STAT3 activator = activators of IL-6 induced STAT3 signaling; U3A cells, IL-6 STAT3-luciferase reporter, luminescence; 100% = signal with IL-6 EC80 alone; AID 871; activation (% of control), % at 5.6 µM; hit rate 0.91% among 190,000;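 active = activation above the screen-wide mean of compound activation plus 3 SD, cut at about 130% in these data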;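 also: 0% = background luminescence of wells with medium and substrate only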
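Assay system – human STAT1-deficient U3A cells with stable STAT3-luciferase reporter · Also added – IL-6 (33 ng/mL) · Schedule – compound 1 h, then IL-6 6 h at 37 °C · Technique – reporter luminescence signal · Evaluation – % activation versus median of IL-6-stimulated wells · Benchmarks – IL-6-only wells as 100% reference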
Starred values were filed as active, the others as inactive; nt = not tested or not shown.

SMILES	bIAP inh	SRC2 TRFRET art	bIAP act	TNAP act hiacc	STAT3 inh	ROMK mod	PPARg SRC1 recr	PPARg SRC3 recr	PPARg SRC2 recr	STAT1 blocker	STAT3 activator
O=C(NC(=O)c1cccc(F)c1)Nc1nc(-c2ccc(F)cc2)cc(C(F)(F)F)n1	-13	1656	1.1	1	11	0.17	2	-2	2	4	95
Cc1cccc2cc(CN(Cc3cccs3)C3(c4nnnn4C4CCCC4)CCCC3)c(=O)[nH]c12	2	1671	1	1.1	1	nt	-1	4	-1	4	102
COc1cccc(CN(C(=O)Cc2c[nH]c3ccccc23)C(C(=O)NC2CCCCC2)c2cccs2)c1 (stereo unspecified)	5	1472	0.9	1	3	nt	0	-7	1	2	106
Cc1cc(=O)n(C)c(=O)n1CCCCCOc1cccc([N+](=O)[O-])c1	-5	1264	1	1	7	nt	-2	0	-7	0	99
Cc1ccc(/C=N/NC(=O)c2c[nH]c3ccccc23)o1	-52	1354	1.5	1	7	-0.3	-3	-7	-2	-18	94
O=C1[C@@H]2[C@H](Cc3ccc(O)cc3)N[C@]3(C(=O)Nc4ccccc43)[C@@H]2C(=O)N1c1ccc(F)cc1	6	1452	0.9	1.1	-1	0.5	-4	-4	-2	-3	103
CC(C)(C)N1C(=O)Cc2c1nc(N)c1c(N)nc(N3CCCCC3CO)c(C#N)c21 (stereo unspecified)	-11	1465	1.1	0.9	8	nt	-1	2	2	-10	96
CCCCOc1cccc(-c2nnc(NC(=O)CSc3ccc(C)cc3)s2)c1	-28	1444	1.3	1	-4	nt	2	-6	-2	13	99
CC(=O)c1ccc(Nc2ccc(-c3ccccc3C)nn2)cc1	-26	1512	1.3	1	4	-0.73	4	2	-2	-47	98
O=C(NC1CCCCC1)N1CCC(n2cnc3ccccc32)CC1	2	1468	1	1	-6	nt	5	-6	-5	-1	114
Fc1ccc(CNC(=S)Nc2ccc(Cl)cc2)cc1	7	1464	0.9	1	16	nt	0	2	2	7	88
C/C(=C\C(=O)c1ccc(Br)cc1)N1CCCCC1	3	1564	1	1	10	0.019	2	-6	-5	-5	95
Cc1csc(NC(=O)[C@@H](NC(=O)c2ccccc2)C(C)C)n1	-8	1506	1.1	1.1	12	0.43	5	-3	-4	6	89
O=C(CSc1ncn[nH]1)Nc1ccc(Cl)c(S(=O)(=O)N2CCOCC2)c1	2	1424	1	1	12	0.13	13	6	-4	-2	97
C=CCNC(=O)c1cc(C(=O)C(C)c2ncc(C(F)(F)F)cc2Cl)c[nH]1 (stereo unspecified)	-9	1371	1.1	1	10	0.95	-5	-1	-5	-5	95
CCc1ccc(OCC(=O)NC(=S)Nc2ccc(Br)c(C)n2)cc1	15	1607	0.9	1.1	1	nt	1	5	3	-3	102
COc1ccc(C(=O)NCCSCc2ccco2)cc1OC	6	1515	0.9	1	-1	nt	-1	-1	6	-1	106
COCCNC(=O)c1c(N)n(CCC2=CCCCC2)c2nc3ccccc3nc12	-14	1536	1.1	1.1	7	-1.6	-4	3	10	-7	93
CC(=O)c1ccc(OCCCC(=O)N2CCN(S(=O)(=O)c3cccs3)CC2)cc1	-8	1417	1.1	1.1	12	nt	-5	-6	-2	2	92
CC(=O)c1cc(F)c(N2CCN(c3ccc([N+](=O)[O-])cc3F)CC2)cc1C	2	1320	1	1.1	13	nt	-5	1	-3	-4	95

Entries of single compounds from above. Screens in order: bIAP inh, SRC2 TRFRET art, bIAP act, TNAP act hiacc, STAT3 inh, ROMK mod, PPARg SRC1 recr, PPARg SRC3 recr, PPARg SRC2 recr, STAT1 blocker, STAT3 activator
`C/C(=C\C(=O)c1ccc(Br)cc1)N1CCCCC1` is entered as 3, 1564, 1, 1, 10, 0.019, 2, -6, -5, -5, 95
`Cc1cccc2cc(CN(Cc3cccs3)C3(c4nnnn4C4CCCC4)CCCC3)c(=O)[nH]c12` is entered as 2, 1671, 1, 1.1, 1, nt, -1, 4, -1, 4, 102
`CCCCOc1cccc(-c2nnc(NC(=O)CSc3ccc(C)cc3)s2)c1` is entered as -28, 1444, 1.3, 1, -4, nt, 2, -6, -2, 13, 99

Next part
SMILES	bIAP inh	SRC2 TRFRET art	bIAP act	TNAP act hiacc	STAT3 inh	ROMK mod	PPARg SRC1 recr	PPARg SRC3 recr	PPARg SRC2 recr	STAT1 blocker	STAT3 activator
O=C(NC(C(=O)c1ccccc1)n1c(=O)cc[nH]c1=S)c1ccccc1 (stereo unspecified)	11	1377	0.9	1	-2	-0.061	1	16	5	-11	104
C(=N\Nc1nc2ccccc2s1)/c1ccco1	-4	1589	1	1.1	4	-0.23	4	13	7	-49	101
Cc1cccc(NC(=S)NCc2cccs2)c1C	22	1543	0.8	1	6	nt	2	0	2	-8	99
O=C1CC(C(=O)N2CCN(c3ccc(F)cc3)CC2)CN1CCc1ccccc1 (stereo unspecified)	-1	1649	1	1	14	nt	10	1	2	-1	95
CCCCc1ncc(CN2CCC(CC3CCCCO3)(C(=O)OCC)CC2)[nH]1 (stereo unspecified)	-6	1552	1.1	1	1	nt	10	1	-4	6	105
CN(C)C(=O)c1nc(C#N)c(N(C)C)o1	9	1573	0.9	1	2	nt	7	-5	3	1	104
CS(=O)(=O)N(CC(=O)N1CCOCC1)Cc1ccccc1	16	1595	0.8	1	9	nt	5	-1	7	4	94
COc1ccccc1N1CCN(c2cc(=O)n(-c3ccc(Br)cc3)c(=O)[nH]2)CC1	2	1558	1	1	7	nt	2	-14	6	2	98
O=C1c2ccccc2S(=O)(=O)N1Cc1nnc(-c2ccccc2Br)o1	-1	1414	1	1	-2	nt	-4	-11	0	10	106
CCOc1cccc(-c2nn3c(-c4ccco4)nnc3s2)c1	13	1501	0.9	1	19	0.049	-6	-8	3	-13	90
CCOC(=O)c1csc(NC(=O)c2ccc(S(=O)(=O)N(C)C)cc2)n1	5	1440	0.9	1	15	nt	7	3	9	2	90
O=c1cc(N2CCCCC2)c(-c2ccccc2)nn1Cc1ccccc1	-16	1537	1.2	1	-2	-3.1*	1	-5	0	6	103
CCCSc1nc2c(c(=O)[nH]c(=O)n2C)n1Cc1ccc(C)cc1	14	1727	0.9	1	-5	0.53	-1	-5	-1	9	107
NC(=O)c1ccc(C23CC4CC(CC(C4)C2)C3)o1	14	1640	0.9	1	-1	nt	4	-1	1	8	103
COc1ccc(/C=C/C(=O)NC(=S)Nc2ccc(S(=O)(=O)Nc3cc(OC)ncn3)cc2)cc1	-4	1607	1	1	12	0.97	8	11	6	13	96
Cc1cccc(NC(c2ccc(O)cc2)c2ccc3ccc(C)nc3c2O)n1 (stereo unspecified)	-54	1344	1.5	1.1	10	-0.087	-4	-6	-6	5	96
O=C(COc1cc(Cl)c(Cl)cc1Cl)N1CCN(c2ccccn2)CC1	4	1540	1	1	13	-3*	3	3	9	-1	98
O=C1CC(N2CCN(Cc3ccc4c(c3)OCO4)CC2)C(=O)N1c1ccccc1 (stereo unspecified)	-4	1555	1	1	4	nt	-2	5	-2	-7	100
COC(=O)c1ccc(C(=O)OCCCc2nc3ccc(N)cc3[nH]2)cc1	2	1489	1	1	6	-0.36	6	5	7	1	97
Cn1c(SCCC#N)nnc1-c1ccc(F)cc1	19	1621	0.8	1.1	0	0.98	11	3	0	-4	101
CC(=O)Nc1ccc(Nc2nc(C)nc3c2oc2ccccc23)cc1	11	1393	0.9	1	15	nt	-3	-11	-2	1	92
O=C(O)CCC(=O)NNc1ccccc1[N+](=O)[O-]	-3	1468	1	1	-5	0.75	0	-3	-5	5	102
COC(=O)c1cc(-c2c(C)nn(-c3ccccc3)c2C)n[nH]1	1	1574	1	1	10	nt	-3	3	0	12	94
COc1ccc(CN2CC(C(=O)NCCC3=CCCCC3)CC2=O)cc1 (stereo unspecified)	2	1658	1	1	7	nt	8	-4	7	-1	97
Cc1ccc(NC(=O)c2ccco2)c(NC(=O)c2cccs2)c1	16	1452	0.8	1	4	1.3	-4	-23	-2	5	97
COC12NC(=O)N(C)C1(OC)C(=O)N(C)C(=O)N2C (stereo unspecified)	23	1601	0.8	1	1	0	4	4	6	11	97
Cc1c(-c2ccc(F)cc2)nc(N)c(C#N)c1-c1cccs1	-2	1463	1	1.1	-3	nt	4	18	2	6	106
CCCCOC(=O)c1cc(=O)[nH]c(=O)[nH]1	-15	1509	1.2	1	1	0	-11	-2	-1	-6	101
CCN(CC)C(=O)N1c2ccccc2C=Cc2ccccc21	10	1534	0.9	1.1	-38	1	1	4	5	1	132
COc1ccc(NC(=O)CCNS(=O)(=O)c2ccc3c(c2)CCC(=O)N3)cc1	-8	1731	1.1	1.1	9	nt	2	15	5	-2	96
O=C(Nc1cccc(S(=O)(=O)N2CCCCCC2)c1)c1cc(=O)c2ccccc2o1	-1	1287	1	1	17	0.58	2	0	-5	11	91
Cc1c(NC(NC(=O)CC(C)C)C(Cl)(Cl)Cl)c(=O)n(-c2ccccc2)n1C (stereo unspecified)	-9	1320	1.1	1	3	nt	1	5	1	6	102
Cc1csc(SCC(=O)Nc2nc3ccccc3s2)n1	8	1507	0.9	1	14	nt	2	8	-1	-18	93
CC(C)CN1CCNC(=O)C1CC(=O)NCCc1ccc(C(F)(F)F)cc1 (stereo unspecified)	-14	1519	1.1	1.1	1	0.038	-4	2	-2	1	110
CNc1nc2c(C)cccn2c(=O)c1C=Nc1ccc(OC)cc1	1	1391	1	1	7	nt	-6	1	0	-3	94
O=C(Cc1c(O)c2ccccc2[nH]c1=O)N(Cc1ccccc1)Cc1ccccc1	1	1733	1	1	1	nt	-6	12	7	9	103
COc1ccc(CCNC(=O)CSc2nnc(CNC(=O)c3ccccc3F)o2)cc1OC	8	1672	0.9	1	4	-0.027	3	6	-4	-3	101
CCCn1c(N2CCN(CC(=O)c3c[nH]c4ccccc34)CC2)nc2c1c(=O)[nH]c(=O)n2C	-17	1572	1.2	1	-53	nt	0	-1	-2	1	147*
Cc1cc(C)c(C)c(Cn2c(CO)nc3ccccc32)c1C	20	1585	0.8	1.1	8	0.005	5	-6	3	6	95
O=C(O)CCC(=O)NNC(=O)CCC(=O)Nc1ccccc1	-34	1710	1.3	1.1	-4	-0.028	-4	2	4	1	108
CCOC(=O)C1=C(C)C(c2ccccc2)NC(=S)N1 (stereo unspecified)	8	1469	0.9	1	14	nt	1	-7	-5	10	92
COC(=O)c1ccc(-c2noc(CN(C)CCC3CCCCO3)n2)cc1 (stereo unspecified)	2	1692	1	1	0	-0.78	2	-1	-6	5	104
CC(C)N(Cc1cc2ccccc2[nH]c1=O)C(=O)C(C)(C)C	6	1539	0.9	1.1	7	nt	-1	-2	-2	0	94
COc1ccc(CCc2nc(-c3ccc(-n4cccc4)cc3)no2)cc1	8	1594	0.9	1.1	23	nt	-5	1	11	0	88
CCN(CC(=O)Nc1ccc2c(c1)OCCO2)C(=O)CC1CCCC1	-5	1718	1	1	5	-0.059	1	-2	5	-3	96
CC(C)NC(=O)CSc1nc2ccccc2c(=O)n1CCCOC(C)C	2	1652	1	1.1	8	nt	3	2	1	3	98

Source: PubChem
